Screening data from PubChem BioAssay.
ABCB1 inh – inhibitors of human ABCB1 transporter, ABCG2 counter-screen; P08183; CCRF-Adr cells, JC-1 efflux, flow cytometry; inhibition, % at 6.6 µM; 0.067% of 190,000 active; AID 1326; in the data active = inhibition above about 40%;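 note: 0% = vehicle and 100% = reference inhibitor; higher value means more JC-1 retained so stronger ABCB1 efflux block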
Bcl-W Bim block – human Bim-Bcl-W interaction inhibition; Q92843; bead-based flow cytometry, Bim peptide-Bcl-W binding; inhibition, % at 10 µM; 0.02% of 190,000 active;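 note: 0% = bound tracer without compound and 100% = peptide blocker; higher means less fluorescent Bim peptide bound to Bcl-W beads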
Target sequence (Q92843 whole entry, looked up): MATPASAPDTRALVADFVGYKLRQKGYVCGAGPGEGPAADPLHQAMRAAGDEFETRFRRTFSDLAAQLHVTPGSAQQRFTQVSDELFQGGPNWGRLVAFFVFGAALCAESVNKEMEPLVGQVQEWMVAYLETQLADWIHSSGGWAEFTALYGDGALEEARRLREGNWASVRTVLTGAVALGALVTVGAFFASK
Bim-Bcl-2 – human Bim-Bcl-2 interaction inhibition | Bead-based flow cytometry, Bim peptide-Bcl-2 binding | inhibition, % at 10 µM | 0.06% of 190,000 active; in the data active = inhibition above about 40%; inconclusive = no clear call, values can overlap the other calls;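 note: 0% = no compound wells with probe peptide and 100% = reference peptide inhibitor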
Target sequence (P10415 whole entry, looked up): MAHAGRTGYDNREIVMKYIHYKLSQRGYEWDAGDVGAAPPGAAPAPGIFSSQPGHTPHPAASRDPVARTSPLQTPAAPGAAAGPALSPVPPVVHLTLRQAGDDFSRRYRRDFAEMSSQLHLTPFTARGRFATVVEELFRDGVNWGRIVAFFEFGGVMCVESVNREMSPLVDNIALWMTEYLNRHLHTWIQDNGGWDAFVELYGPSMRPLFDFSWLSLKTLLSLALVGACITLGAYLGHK
ABCG2 block – inhibitors of human ABCG2 transporter, ABCB1 counter-screen. Q9UNQ0. IgMXP3 cells, JC-1 efflux, flow cytometry. inhibition, % at 6.6 µM. 0.1% of 190,000 active. AID 1325;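 active = inhibition above 80%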;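 note: 0% = DMSO and 100% = nicardipine control wells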
Target sequence (Q9UNQ0 whole entry, looked up): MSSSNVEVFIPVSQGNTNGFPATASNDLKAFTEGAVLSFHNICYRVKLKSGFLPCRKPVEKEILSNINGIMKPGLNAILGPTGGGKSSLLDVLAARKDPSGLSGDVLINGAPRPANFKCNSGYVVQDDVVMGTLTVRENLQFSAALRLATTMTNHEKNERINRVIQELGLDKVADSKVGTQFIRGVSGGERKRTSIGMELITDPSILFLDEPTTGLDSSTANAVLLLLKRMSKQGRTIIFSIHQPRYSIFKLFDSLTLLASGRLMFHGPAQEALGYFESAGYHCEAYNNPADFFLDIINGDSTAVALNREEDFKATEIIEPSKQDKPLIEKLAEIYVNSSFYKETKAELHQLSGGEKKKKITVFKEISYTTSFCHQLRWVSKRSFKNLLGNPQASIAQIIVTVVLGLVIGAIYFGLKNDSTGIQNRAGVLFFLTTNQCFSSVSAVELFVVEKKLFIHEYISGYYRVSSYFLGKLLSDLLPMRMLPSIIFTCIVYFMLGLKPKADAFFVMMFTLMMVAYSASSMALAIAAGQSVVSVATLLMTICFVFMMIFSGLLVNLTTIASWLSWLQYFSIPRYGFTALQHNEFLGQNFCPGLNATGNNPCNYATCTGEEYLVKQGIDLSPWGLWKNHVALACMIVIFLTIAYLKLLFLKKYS
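Test system: IgMXP3 (ABCG2) plus far-red-tagged CCRF-Adr (ABCB1) cells / Amount: 3 million cells/mL in well / Reagent: JC-1 transporter substrate / Timing: 10 min compound exposure, 25 °C / Signal: flow cytometry, 530 nm JC-1 signal / Read-out: percent efflux inhibition, scaled nicardipine 100% to DMSO 0% / Benchmarks: nicardipine as high control, DMSO as low control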
Bcl-XL Bim block – inhibitors of Bim-Bcl-XL interaction, human; AID 1007; 0.04% of 190,000 active; Bim peptide-Bcl-XL binding, bead flow cytometry, fluorescence; inhibition, % at 10 µM
RGS4-Gao reg – modulates binding of RGS4 to human Galphao; P09471; 0.33% of 220,000 active; binding response (% of control), % at 10 µM; AID 1415; Multiplexed bead flow cytometry; actives lie on both sides; in the data active = binding response below about 49% or above about 150%; inactive = in between;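 note: fluorescent Galphao activated with aluminum fluoride binding bead-coupled RGS4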
Bcl-B Bim block – inhibitors of Bim-Bcl-B interaction, human; bead-based flow cytometry, Bim peptide-Bcl-B binding; 0.073% of 190,000 active; AID 951; Q9HD36; inhibition, % at 10 µM;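 note: 0% = tracer peptide without compound and 100% = reference inhibitor peptide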
RGS7-Gao – regulators of human RGS7-Galphao interaction; P09471; Multiplexed bead flow cytometry, RGS7-Galphao binding; actives lie on both sides; binding response (% of control), % at 10 µM; 0.35% of 220,000 active; in the data active = binding response below about 49% or above about 150%; inconclusive = no clear call, values can overlap the other calls; inactive = in between;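 note: fluorescent Galphao held in activated GDP-AlF4 state binding bead-coupled RGS7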
GSH bead fluor – GSH bead compound fluorescence profile. fluorescence (KMESF) at 10 µM. AID 1776. GSH beads flow cytometry, compound fluorescence 488/530 nm; hits give high values. 0.25% of 190,000 active; in the data active = fluorescence above about 89;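 note: glutathione beads carrying GST-tagged Bcl family fusion proteins plus one bare bead set; values are compound well signal with DMSO vehicle wells as background; inactives centre near 16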
Bim-Bfl-1 – disrupts Bim binding to human Bfl-1. Q16548. AID 1008. 0.12% of 190,000 active. inhibition, % at 10 µM. Bead-based flow cytometry, Bim-Bfl-1 binding inhibition;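 note: 0% = wells without compound plus tracer and 100% = blocker peptide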
Avidin bead fluor – avidin bead compound fluorescence profile; Avidin beads, compound fluorescence 488/530 nm, flow cytometry; hits give high values; fluorescence (KMESF) at 10 µM; 0.38% of 220,000 active; in the data active = fluorescence above about 47; note: inactives centre near 10
An asterisk follows results filed as active; ? = inconclusive. Cut-off read from the data, not from the text of the source, unless noted: active = inhibition above about 40%.

SMILES	ABCB1 inh	Bcl-W Bim block	Bim-Bcl-2	ABCG2 block	Bcl-XL Bim block	RGS4-Gao reg	Bcl-B Bim block	RGS7-Gao	GSH bead fluor	Bim-Bfl-1	Avidin bead fluor
CCCCOc1ccc(Cl)cc1CSc1n[nH]c(C)n1	0.1	0	1	1	0	98	-2	99	13	0	32
Cc1cc(OCC(=O)N2CCCC2)cc(C)c1Cl	0.4	-2	-9	6	-5	103	-10	100	29	-11	14
COc1ccc(-n2nnc3c(=O)n(CC(=O)NCC4CCCO4)cnc32)cc1 (stereo not given)	0.2	0	-5	3	-2	99	-7	100	12	-7	10
COc1ccc(/C=C/C(=O)c2ccc3c4c(cccc24)CC3)cc1OC	-0.1	-1	-3	0	-2	100	-10	100	5	-3	1
Cc1ccc(S(=O)(=O)N2CCC(=O)N(CCOCc3cccc(C)c3)CC2)cc1	0.8	0	-2	19	0	99	-5	101	18	-1	10
CCCn1c(SCC(=O)NCc2ccco2)nc2c1c(=O)n(C)c(=O)n2C	0.9	3	-3	5	-19	99	-6	102	63	-10	14
CC(=O)N1C(c2ccccc2O)C[C@]2(C)CC(=O)NC12 (stereo not given in full)	1.0	1	-4	16	-1	99	-5	96	11	-2	9
COc1ccc(OC)c(NC(=O)Cn2cnc3c(cnn3-c3ccccc3)c2=O)c1	0.2	-4	-9	8	-8	104	-8	104	14	-9	26
COC(=O)COc1nc(C)c2c(c1C#N)CC(C)(C)OC2	0.0	-6	-2	0	0	101	-3	98	13	0	19
Cc1cc(N2CCN(S(=O)(=O)c3ccccc3)CC2)c2ccccc2n1	-1.9	-1	-2	-2	-11	100	-10	95	31	-10	5
Cn1c(CC(=O)c2ccc(Br)cc2)[n+](C)c2ccccc21	0.6	-3	0	3	-1	108	-2	?	11	-3	12
COc1ccc(C(=O)N2CCN(C(=O)c3ccco3)CC2)cc1	1.0	-3	-5	3	-3	103	-3	92	7	-4	13

A section from the list above, for reference:
SMILES	ABCB1 inh	Bcl-W Bim block	Bim-Bcl-2	ABCG2 block	Bcl-XL Bim block	RGS4-Gao reg	Bcl-B Bim block	RGS7-Gao	GSH bead fluor	Bim-Bfl-1	Avidin bead fluor
CCCCOc1ccc(Cl)cc1CSc1n[nH]c(C)n1	0.1	0	1	1	0	98	-2	99	13	0	32
Cc1cc(OCC(=O)N2CCCC2)cc(C)c1Cl	0.4	-2	-9	6	-5	103	-10	100	29	-11	14

(further entries)
SMILES	ABCB1 inh	Bcl-W Bim block	Bim-Bcl-2	ABCG2 block	Bcl-XL Bim block	RGS4-Gao reg	Bcl-B Bim block	RGS7-Gao	GSH bead fluor	Bim-Bfl-1	Avidin bead fluor
COc1cc([N+](=O)[O-])ccc1NC(=S)Nc1cccc(C(=O)O)c1	0.7	-4	1	3	-5	97	-7	107	9	7	22
CCn1c(COc2ccc(Cl)c(C)c2)nnc1SCC(=O)N1CCCC1	0.4	0	-6	1	0	104	4	102	20	-2	36
COc1ccc(/C=N/NC(=O)C[n+]2ccccc2)c(OC)c1	0.0	1	-2	2	0	103	-2	?	13	-5	11
C=CCNC(=O)CN1CCC(O)(c2ccc(F)cc2)CC1	-0.1	2	-5	-1	2	98	-5	93	46	-9	6
COc1ccc(N(CC(=O)Nc2ccc(S(=O)(=O)N3CCCCC3)cc2)S(C)(=O)=O)cc1OC	-0.6	1	-17	13	-4	102	-7	100	26	-18	14
Clc1cc(NCc2cccs2)ccc1N1CCOCC1	0.1	-2	-3	4	0	98	2	95	40	-2	9
CN(C)NC(=S)Nc1ccc2nc(-c3ccccn3)c(-c3ccccn3)nc2c1	-0.1	1	-3	0	-4	102	-16	103	30	-2	9
O=C(CSc1nc(-c2ccccc2)nn1C(=O)c1ccccc1)Nc1cccc([N+](=O)[O-])c1	-0.6	3	-1	-2	0	103	-2	102	10	-7	25
O=c1c(-c2ccccc2)cnc2n1CCS2	0.4	-1	2	6	-4	99	-2	?	18	-3	11
CC(SCc1ccccc1)C(=O)Nc1ccc(F)cc1 (stereo not given)	0.5	-1	-1	11	-2	102	-9	103	10	-2	9
N#CCCn1cc(C(=O)O)c(-c2cccs2)n1	1.3	-1	-2	-2	2	101	0	97	11	-2	11
CC(=O)c1cc(C#N)c(Oc2cccc(C(F)(F)F)c2)nc1C	0.0	-2	-5	1	-2	99	-2	90	19	-3	36
Cn1cccc1/C=N/n1c(-c2ccccc2)n[nH]c1=S	3.5	5	-1	25	0	99	-20	99	14	1	16
Cc1cc(C)n(-c2cc(N3CCN(S(=O)(=O)c4ccc(C)c(C)c4)CC3)ccc2[N+](=O)[O-])n1	1.4	6	-1	4	2	94	-7	95	60	-11	9
CC(C)CCNC(=O)c1ccc(-c2ccccc2)cc1	0.4	0	-3	5	0	86	-2	?	12	-3	10
CC(C(=O)N1CCOCC1)(c1ccccc1)c1ccccc1	0.6	0	-2	2	-1	111	-1	131	17	-1	23
COC(=O)[C@H]1C[C@@H]1[C@H](NC(=O)c1cc(C)on1)c1ccccc1	1.6	-1	-2	6	-3	102	0	98	17	0	10
CCCCNC(=O)/C(C#N)=C/c1ccc(C(=O)OC)cc1	-0.2	0	-3	0	0	107	0	107	11	0	10
CSc1nnc(Cn2c(=O)sc3ccccc32)n1-c1ccccc1	0.7	-3	-2	1	-7	105	-5	112	23	-4	11
O=C(O)c1ccccc1C(=O)Nc1n[nH]c(=S)s1	0.2	0	0	1	1	107	-10	102	6	-1	17
O=C(NCCOc1ccccc1)c1n[nH]c(=O)c2ccccc12	0.4	-2	-11	3	-9	96	-6	94	34	-16	11
Cc1ccc(Cl)cc1N1CCN(S(=O)(=O)c2c(C)[nH]c(=O)[nH]c2=O)CC1	0.0	1	-1	0	0	114	0	129	9	-2	37
CN1CCCC(C#CC(O)(c2ccccc2)c2ccccc2)C1 (stereo not given)	0.1	-1	-3	1	0	103	-6	106	16	-4	13
CCOCCCn1cc(C(=O)c2cc(Br)ccc2O)cc(C#N)c1=O	0.5	3	1	7	0	104	-3	103	13	-1	9
Cc1ccc2c(c1)C(=NC1CCCCC1)c1cc3ccccc3nc1-2	0.3	-10	-6	1	-8	110	-24	109	16	-12	8
CCOc1cc(N2CCOCC2)c(OCC)cc1NC(=O)Cc1ccc(OC)c(OC)c1	-0.1	2	-6	19	-2	102	-12	98	33	-9	14
CCN(CC)S(=O)(=O)c1ccc(C)c(NC(=O)COC(=O)[C@@H]2CCCN2C(=O)c2cccs2)c1	1.1	0	-1	4	0	98	-2	99	15	-5	10
O=C(NC1CCCCC1)C(c1ccccn1)N(C(=O)c1csnn1)C1CCCCC1 (stereo not given)	0.5	0	-1	0	-2	103	0	99	11	0	7
CC(=O)NS(=O)(=O)c1ccc(N=c2ssc3c2-c2cc(C)ccc2NC3(C)C)cc1	-0.2	-4	0	-1	-7	97	-5	104	11	-6	7
O=[N+]([O-])c1ccc(S(=O)(=O)N/N=C/c2ccco2)cc1	0.4	-6	-4	3	0	96	-4	101	10	-4	8
Cc1cccc(-n2c(C)cc(/C=N\NC(=O)c3cccs3)c2C)c1	0.1	-2	-4	-4	-5	98	-10	101	8	-1	4
NC(=O)c1ccc(NC(=O)COC(=O)C2CC(=O)N(Cc3ccccc3)C2)cc1 (stereo not given)	-0.4	-1	-1	-3	0	104	-2	114	12	-5	20
COCCNC(=O)c1cn(C)c2ccc(S(=O)(=O)N(C)C3CCCCC3)cc2c1=O	0.3	2	-7	5	0	104	-5	103	25	-10	7
c1ccc(-c2nc(CSc3nnc(-c4cccs4)o3)cs2)cc1	0.0	-1	1	1	0	93	-7	92	18	-2	21
Cc1ccc(-n2cc(C(=O)c3ccc(F)cc3)nn2)cc1Cl	0.5	-5	-1	2	-3	100	-4	95	20	-1	10
COc1ccc(C2/C(=C(/O)c3ccc(OC(C)C)cc3)C(=O)C(=O)N2CCCN2CCOCC2)cc1 (stereo not given)	-0.7	-3	0	-2	-4	101	-4	101	19	-2	6
CCCC(CCC)C(=O)NC1CCN(Cc2ccccc2)CC1	-0.1	0	2	0	-3	101	2	97	20	-4	9
O=S(=O)(Nc1cccnc1)c1cccc(C(F)(F)F)c1	-0.8	0	-7	-1	-10	95	-4	95	39	-5	11
CCO[C@@H]1OC(C(=O)N2CCN(Cc3ccc4c(c3)OCO4)CC2)=C[C@H](C2CCCCC2)[C@H]1CCCO	1.2	-2	-3	0	-1	105	-3	107	19	0	7
CC1(C)C(=O)OC(c2cccn2-c2cccc([N+](=O)[O-])c2)C2(CCCCC2)C1=O (stereo not given)	2.8	-4	-8	11	-5	96	-9	93	11	-6	6
Clc1cccc(CSc2nnc([C@@H]3CCCN3)o2)c1	0.1	0	-12	0	-10	101	-12	113	14	-12	24
COc1ccc(C2CN=NC23CCCc2ccccc2C3=O)cc1 (stereo not given)	0.7	1	-1	3	1	101	3	99	21	-3	8
O=C(NCc1ccco1)C1CCCN1C(=O)Nc1cccc(Cl)c1 (stereo not given)	0.2	0	-3	2	1	104	0	105	16	-5	11
Cn1c(=O)cc(SCC(=O)N2CCN(c3ccccn3)CC2)c2ccccc21	5.5	-2	-13	26	-10	102	-8	101	31	-13	14
NC(=O)N/N=C/c1cn(-c2ccccc2)nc1-c1ccccc1	0.0	-1	-4	15	-2	101	-3	102	9	-6	14
CCC(=O)N/N=C/c1ccc(OS(=O)(=O)c2ccccc2)cc1	0.2	-2	-5	4	-2	92	-1	91	21	-2	8
O=C(COC(=O)CCc1nc2ccccc2s1)NCc1ccco1	0.6	1	-1	6	-1	99	-1	101	7	-3	21
CCOc1ccccc1C(=O)NC(C(=O)NCc1ccccc1OC)C(C)C (stereo not given)	0.6	2	0	2	1	99	0	99	10	-1	5
O=C(O)CCn1c(=O)c2ccccc2c2ccccc2c1=O	0.4	1	-4	1	0	99	-6	99	26	-7	14
CCC1SC2=NC(C)=C(C(=O)OCCOC)C(/C=C/c3ccccc3OC)N2C1=O (stereo not given)	3.0	-3	-3	2	-1	99	1	95	30	-2	7
COc1ccc(N=Cc2ccc[nH]2)cc1	0.0	1	-10	0	0	103	-9	105	51	-7	12
COc1ccccc1NC(=S)N1CCN(Cc2ccc3c(c2)OCO3)CC1	0.6	4	-3	-2	2	104	0	102	10	-16	17
Cc1ccc2c(C)ccc(O)c2n1	-0.1	2	0	0	2	96	-2	100	24	0	10
Cc1ccc(OCC(=O)NCc2ccccn2)cc1	0.2	0	3	1	-7	101	-1	103	5	0	8
CCCCc1ccc(N2C(=O)[C@@H]3C(CC(N)=O)NC4(C(=O)Nc5ccc(F)cc54)[C@@H]3C2=O)cc1 (stereo not given in full)	0.5	3	0	2	1	97	0	97	5	-1	17
Nc1ccc(Sc2cc(Cl)nc(N)n2)cc1	-0.4	0	-1	-2	0	85	0	92	21	-1	10
O=C(O)/C=C/c1coc2ccc(F)cc2c1=O	-0.9	-2	-5	-1	-8	104	-5	98	11	-8	14
Cc1ccccc1C(=O)NC(=S)Nc1ccc(S(=O)(=O)N2CCOCC2)cc1	0.8	-3	-7	1	-3	90	-7	88	13	-6	13
O=C(CSc1ccc(Cl)cc1)Nc1nnc(-c2cccc([N+](=O)[O-])c2)s1	-1.4	-7	-5	4	-7	102	-11	104	14	-4	7
